Screening data: PubChem, several laboratories
FXIa inh 1536: blocks human coagulation factor XIa protease activity | P03951 | purified FXIa, Boc-Glu-Ala-Arg-AMC fluorogenic substrate | inhibition, % at 5 µM | 220,000 compounds, 0.14% hits | AID 798;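 active = inhibition of at least 40%; inactive = inhibition below 40%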;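 note: fluorescence of freed AMC excited at 355 nm; 0% = enzyme without compound and 100% = no enzyme blank; many of its hits are not listed in these tables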
Target sequence (P03951 19-387 limits assumed): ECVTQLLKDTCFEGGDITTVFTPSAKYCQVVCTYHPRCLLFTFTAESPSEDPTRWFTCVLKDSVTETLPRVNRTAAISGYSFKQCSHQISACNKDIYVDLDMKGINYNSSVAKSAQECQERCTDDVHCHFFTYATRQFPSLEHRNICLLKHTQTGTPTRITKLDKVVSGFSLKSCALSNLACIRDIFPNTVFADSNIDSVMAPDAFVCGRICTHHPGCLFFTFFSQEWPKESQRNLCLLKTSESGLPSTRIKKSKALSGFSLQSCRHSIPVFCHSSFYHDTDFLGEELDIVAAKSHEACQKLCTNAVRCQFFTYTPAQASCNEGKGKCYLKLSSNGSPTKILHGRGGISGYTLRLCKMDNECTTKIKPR
Target sequence (P03951 388-625 limits assumed): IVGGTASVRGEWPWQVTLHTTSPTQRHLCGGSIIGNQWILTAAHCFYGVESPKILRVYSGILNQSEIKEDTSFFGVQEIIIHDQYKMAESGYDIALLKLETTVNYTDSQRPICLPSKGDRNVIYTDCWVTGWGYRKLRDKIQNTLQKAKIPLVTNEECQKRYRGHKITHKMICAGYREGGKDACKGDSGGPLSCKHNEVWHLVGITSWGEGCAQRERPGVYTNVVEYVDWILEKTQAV
Wee1 stabilizer: inhibitors of human Wee1 degradation; P30291; HeLa Luc-Wee1K328M stability, luciferase luminescence; 100% = proteasome inhibitor MG132 effect; reporter increase, % at 5 µM; 220,000 compounds, 1.2% hits;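 active = activation above the mean of all tested compounds plus 3 SD, set per screening run, cut at about 8.8% in these data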;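 note: cells exposed to compound for 20 h before luminescence read; 0% = DMSO alone and 100% = MG132 at 30 µM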
TNF necrop inh: TNF-alpha cell death inhibition in Jurkat FADD-/- cells; Jurkat FADD-/- TNF necroptosis rescue, ATP luminescence, 24 h; 0 = TNF only, 100 = no-TNF cells; activation (protection from cell death), % at 10 µM; 220,000 compounds, 0.068% hits;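 active = activation, meaning protection from cell death, of at least 50% relative to plate controls; inactive = activation below 50%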;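 note: necroptosis triggered by 40 ng/mL TNF-alpha added together with compound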
CHOP inhibitor: inhibitors of CHOP induction in ER stress response. CHO-K1 CHOP-promoter luciferase, tunicamycin-induced, 15-18 h. inhibition, % at 10 µM. 220,000 compounds, 3.8% hits. AID 2732;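 active = compounds that reduced the stress-induced luciferase reporter signal by more than about 70% of percent inhibition, limit read from the data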;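 note: 0% = tunicamycin plus vehicle and 100% = wells without tunicamycin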
TbHK1 inh: blocks Trypanosoma brucei hexokinase 1 activity; 220,000 compounds, 0.11% hits; inhibition, % at 10 µM; recombinant TbHK1, G6PDH-coupled NADH A340;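 active = inhibition of 50% or more in the single-dose primary screen; inactive = inhibition below 50%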
L929 necroptosis: blocks zVAD induced death of L929 cells; L929 zVAD necroptosis rescue, ATP luminescence, 24 h; with zVAD 60 µM; viability rescue, % at 10 µM; 220,000 compounds, 0.38% hits; AID 1377;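 active = activation, scaled between plate controls, above about 75%, limit read from the data; inactive = activation under that limit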;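 note: 0% = zVAD with DMSO and 100% = DMSO alone without zVAD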
FXIIa inh 1536: inhibitors of human coagulation factor XIIa. P00748. purified FXIIa, Boc-QGR-AMC fluorogenic substrate, 2 h. inhibition, % at 5 µM. 220,000 compounds, 0.3% hits. AID 800; in the data active = inhibition above about 40%;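 note: 0% = enzyme with no compound and 100% = blank without enzyme; many of its hits are not listed in these tables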
EP2 antag: EP2 receptor (human) inhibition | C6 glioma cells expressing human EP2, cAMP TR-FRET; cells stimulated with saturating PGE2 | P43116 | inhibition, % at 25 µM | 260,000 compounds, 0.52% hits;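 active = percent inhibition above 40 after rounding to a whole number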;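 note: rat C6 glioma host cells with rolipram phosphodiesterase inhibitor present; the protocol text gives 20 µM as final concentration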
Target sequence (P43116 whole entry, looked up): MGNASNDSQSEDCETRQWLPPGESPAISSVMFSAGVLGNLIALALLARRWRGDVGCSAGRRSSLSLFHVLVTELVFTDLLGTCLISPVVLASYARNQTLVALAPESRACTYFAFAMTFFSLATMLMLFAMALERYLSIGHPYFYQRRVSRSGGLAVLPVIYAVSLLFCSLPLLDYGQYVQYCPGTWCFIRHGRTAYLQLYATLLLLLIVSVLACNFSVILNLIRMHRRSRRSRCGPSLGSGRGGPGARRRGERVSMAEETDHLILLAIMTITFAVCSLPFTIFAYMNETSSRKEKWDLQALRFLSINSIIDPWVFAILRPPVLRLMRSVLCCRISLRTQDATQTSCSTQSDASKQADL
PPC-1+TRAIL kill: compounds killing PPC-1 cancer cells with TRAIL present (potentiator screen, no TRAIL-free arm) | PPC-1 cells + TRAIL, ATPLite viability luminescence | cell killing (% activity), % at 4 µM | 220,000 compounds, 0.41% hits;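 active = cell killing above 50% in the first pass at 4 µM, then a duplicate retest at 5 µM averaging 50% or more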;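 note: plate controls were cells with TRAIL plus DMSO for no effect and medium-only wells lacking cells for full effect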
* = called active by the depositor; · = not tested or not shown; & = joins results of further samples.

SMILES	FXIa inh 1536	Wee1 stabilizer	TNF necrop inh	CHOP inhibitor	TbHK1 inh	L929 necroptosis	FXIIa inh 1536	EP2 antag	PPC-1+TRAIL kill
COc1ccccc1NC(=O)N1c2ccc(F)cc2CCC1C (stereo unspecified)	1	-3	-2.1	60	5	0.0	4	10	17
O=C(NCC(c1cccs1)N1CCOCC1)c1ccccc1NS(=O)(=O)c1ccc(Cl)cc1 (stereo unspecified)	-1	-3	-2.2	11	-10	-0.1	6	3	6
COc1nnc(-c2ccc(N3CCCCC3)c(NC(C)=O)c2)c2ccccc12	3	1	-2.1	43	-13	-0.3	15	13	11
CCOC(=O)N1CCN(C(=O)c2ccc3c(=O)n(-c4ccc(OC)cc4OC)c(=S)[nH]c3c2)CC1	-1	0	-2.5	1	4	0.0	8	·	2
O=C(NCCc1ccccc1Cl)C1CCN(S(=O)(=O)c2cccs2)CC1	-4	2	2.5	-9	-9	0.6	-2	7	4
O=C(CCN1C(=O)S/C(=C/c2ccc(Cl)cc2)C1=O)N1CCOCC1	16	-4	0.0	17	-18	0.6	8	15	17
CCc1cccc(NC(=O)CN(c2ccc(OC)cc2)S(=O)(=O)c2c(C)n[nH]c2C)c1	0	2	-1.0	10	-11	-0.8	-5	6	8
Cc1ccccc1C(=O)NC1CCN(Cc2nnnn2CCc2ccccc2)CC1	8	0	-0.8	-1	3	0.0	-10	2	-8
O=C(NC1=C(Nc2ccc(Cl)cc2)C(=O)c2ccccc2C1=O)c1ccccc1	10	-1	1.7	-53	-1	0.7	14	1	21
O=S(=O)(c1cc(Cl)ccc1Cl)n1ccnc1	-3	-1	0.7	-15	3	6.8	3	12	3
Cc1cccnc1CCNC(=O)CCc1nnc(-c2ccccc2)o1	-1	0	0.3	-16	-4	-0.1	8	0	14
O=C(NCc1ccc(Cl)cc1)c1ccc(Cn2cc(C(F)(F)F)ccc2=O)cc1	-4	-1	-1.6	8	5	0.5	-9	10	-9
CCC(C)(NC(=O)c1ccc(=O)[nH]c1)C(=O)NC1CCCC1 (stereo unspecified)	-17	-2	1.3	-17	-2	1.4	-9	12	5
COc1ccc(/C=N/NC(=O)C(C)N(c2ccc(OC)cc2)S(C)(=O)=O)cc1 (stereo unspecified)	-3	3	0.8	11	-8	0.5	3	7	-5
COc1cccc(N(Cc2nnc3n2CCCCC3)C(=O)Nc2ccccc2)c1	-1	0	2.0	20	1	0.9	13	1	14
CCOC(=O)c1ccc(Nc2ccc(-c3ccc(OC)c(OC)c3)nn2)cc1	-4	1	-1.9	102*	-11	6.6	9	·	5
Cc1ccc(CNC(=O)c2cccc(OCc3c(C)noc3C)c2)cc1	-7	-3	0.2	47	11	0.3	14	18	19
Cc1nc(C)c(/C(O)=C/c2nc3ccccc3oc2=O)s1	27	0	4.6	37	-18	10	10	3	22
COc1cc(NC(=O)c2cc(-c3cccs3)on2)cc(OC)c1OC	-5	1	-15	·	-3	1.4	1	·	24
Cc1c(C(N)=O)sc2nc(-c3ccccc3)cn12	-1	0	-3.6	24	-2	7.4	-1	·	5
Cc1csc2nc(CNS(=O)(=O)c3ccc4c(c3)CCCC4)cn12	7	1	-0.4	7	-3	0.3	12	14	1
O=C(CCCc1nc2ccccc2s1)NNC(=O)CCN1CCN(Cc2ccccc2)CC1	4	-1	1.0	24	1	2.4	8	9	-4
CCOc1cc(S(=O)(=O)N2CCN(Cc3ccccc3)CC2)ccc1Br	-3	0	-3.1	33	2	-0.2	-2	11	2
COc1ccc(-c2ccc(CO)o2)cc1N	-2	-1	-0.1	-3	0	17	5	7	-3
COc1ccccc1-n1c(SCC(N)=O)nnc1-c1ccc(S(=O)(=O)N2CCCCC2)cc1	7	1	1.9	21	-11	0.7	20	18&19	17

The results go on:
SMILES	FXIa inh 1536	Wee1 stabilizer	TNF necrop inh	CHOP inhibitor	TbHK1 inh	L929 necroptosis	FXIIa inh 1536	EP2 antag	PPC-1+TRAIL kill
CC(C)c1ccc(OCc2ccc(C(=O)N3CCN(c4ccccn4)CC3)cc2)cc1	-1	1	-10	51	6	0.1	6	7	-2
Cc1cc(Cl)ccc1OCCCC(=O)Nc1cccnc1	3	0	0.6	9	-2	0.9	14	18	12
Cc1ccc(C2/C(=C(/O)c3ccc(Cl)cc3)C(=O)C(=O)N2CC2CCCO2)o1 (stereo unspecified)	1	0	-2.6	-6	-15	0.4	-5	6	11
O=C(C1CCN(Cc2ccc(F)cc2)CC1)N(CCO)Cc1ccccc1	0	-1	0.5	0	-2	-0.1	8	11	8
O=C(NCC1COc2ccccc2O1)C1C2C=CC3(CN(Cc4cccs4)C(=O)C13)O2 (stereo unspecified)	-1	-2	0.9	9	0	1.0	7	10	26
OCCNCc1cccc(OCc2ccccc2Cl)c1	-3	-1	3.9	21	2	4.5	5	6	22
Cc1cc(OC(=O)c2cccs2)ccc1C(C)C	12	-1	0.7	87*	1	0.3	29	10	-7
Cc1ccc(OS(=O)(=O)c2ccccc2)c(/C=N/N=C2\NC(=O)C(C)S2)c1 (stereo unspecified)	-1	-1	-1.5	23	-5	1.3	11	10	27
COc1ccc(NC(=O)CSc2nc3c(c(=O)n2-c2ccccc2)SCC3)c(OC)c1	-9	3	2.5	31	-1	1.3	-1	·	29
O=C(CCS(=O)(=O)c1ccc(Br)s1)NCc1ccc2c(c1)OCO2	6	-1	1.0	5	-1	1.0	15	0	14
CC1CC(CC(C)C(=O)NC(=S)Nc2ccc(S(N)(=O)=O)cc2)C(=O)O1 (stereo unspecified)	-1	3	-0.4	11	0	1.1	-2	7	9
CCOC(=O)Cc1cc(=O)n(-c2nc3ccccc3s2)[nH]1	1	-2	1.3	-15	-1	1.3	1	4	16
COc1nc(N)nc(N2CCOCC2)n1	-9	-1	2.6	16	1	3.3	-4	8	13
CCOC(=O)CCC(=O)OCC(=O)NC(C)C1CC2CCC1C2 (stereo unspecified)	0	-1	0.8	-5	5	1.4	7	11	12
NS(=O)(=O)c1ccc(CCNC(=O)Cc2ccccc2[N+](=O)[O-])cc1	59*	1	0.2	5	10	0.6	59*	14	18
O=C(NCc1ccccn1)C1CCN(Cc2cccc(OCc3ccccc3)c2)CC1	-3	7	0.8	9	-4	0.2	7	13	4
O=C1CCCN1c1ccc(CNS(=O)(=O)c2ccc(F)cc2)cc1	-3	-2	-0.3	-16	-1	0.2	9	5	8
Cn1c(SCC(=O)N2CCCC2=O)nnc1-c1ccccc1F	-11	6	1.6	-10	-4	1.4	6	4	-4
CC(C)c1ccc(CC(NC(=O)c2ccccc2)C(=O)NCC(=O)O)cc1 (stereo unspecified)	-3	3	0.7	-5	3	1.8	·	9	2
CC1(C)C(N(O)C(=O)Nc2ccccc2)N(c2cccc(Cl)c2)C(=O)N1O (stereo unspecified)	1	1	-1.3	-24	0	-0.1	12	14	16
CC(=O)c1c(N2CCCC2)nc(=S)n(-c2ccccc2)c1C	6	-1	1.1	12	-3	0.9	9	18	-6
O=C(CC1C(=O)NCCN1Cc1ccccc1C(F)(F)F)NCCc1ccccn1 (stereo unspecified)	0	3	0.0	13	-5	0.5	5	7	13
COc1ccc(S(=O)(=O)N(C)CC(=O)NCc2ccco2)cc1	-2	-2	-0.1	53	4	0.4	10	12	25
CCOC(=O)C1(Cc2cccc(F)c2)CCN(C(=O)COC)CC1	1	-2	0.3	2	-7	0.0	15	3	10
COc1cccc(-n2c(CN3CCN(c4cccc(C)c4)C(C)C3)nc3ccc([N+](=O)[O-])cc3c2=O)c1 (stereo unspecified)	-5	-1	-0.3	22	9	-0.1	6	4	-13

Continuation:
SMILES	FXIa inh 1536	Wee1 stabilizer	TNF necrop inh	CHOP inhibitor	TbHK1 inh	L929 necroptosis	FXIIa inh 1536	EP2 antag	PPC-1+TRAIL kill
O=C(CSc1ncnc2nc[nH]c12)Nc1ccccc1C(F)(F)F	-12	1	-1.9	27	-1	0.1	7	·	5
N#CCCN(C(=O)COC(=O)Cc1ccc(Br)cc1)c1ccccc1	-2	-3	0.5	12	-2	-0.8	4	5	10
COc1ccc(C(=O)N=c2sccn2C)cc1	-5	0	-1.3	-22	-24	-1.0	10	5	19
COc1ccc(Cl)cc1C(=O)NC(=S)Nc1cc(-c2nc3ccccc3[nH]2)ccc1C	8	0	-3.0	27	-11	2.0	19	14	·
Cn1ccnc1C1CCCCN1Cc1nc(Cc2ccccc2F)no1 (stereo unspecified)	4	-3	-0.7	16	3	-0.9	14	3	7
COc1ccc(O)c(-c2cn[nH]c2-c2cccs2)c1	-3	0	-1.9	19	0	-0.1	7	6	-28
O=C1CC(N2C(=O)/C(=C/C=C/c3ccccc3)SC2=S)C(=O)N1c1ccccc1 (stereo unspecified)	3	-1	1.9	26	1	0.5	15	4	17
C=CCN1C(=O)[C@]2(c3ccccc31)C1CCCC=C1C(C#N)=C(N)C2(C#N)C#N (stereo partly specified)	6	8	-0.7	10	-1	0.0	13	9	-2
CCc1ccc(-c2nc(CN3CCC(C(=O)NCc4ccc(F)cc4)CC3)c(C)o2)cc1	-7	-3	-6.8	63	-1	0.5	11	4	28
CC1=C(C(=O)OCc2ccccc2)C(c2cccs2)NC(=O)N1CCCC(=O)O (stereo unspecified)	-6	-3	0.9	7	1	7.7	5	11	19
COC(=O)C(O)(CC(=O)Nc1cc(Cl)ccc1Cl)C(F)(F)F (stereo unspecified)	-4	0	-0.1	20	4	0.9	9	9	8
COCCn1c(SCC(=O)Nc2cc(C)nn2-c2ccccc2)nnc1-c1ccncc1	1	3	1.5	1	-4	1.3	7	4	18
CC(=O)N1CC(=O)N(OCc2ccccc2)C1c1ccc(Cl)cc1Cl (stereo unspecified)	2	-2	-0.6	45	4	-0.1	10	12	-9
CC1=NOC(=O)/C1=C\c1ccc(-c2ccc(Br)cc2)o1	-4	2	-5.0	-2	16	-0.8	3	76*	·
COC(=O)c1ccc(-n2c(C)cc(C(=O)COC(=O)CNS(=O)(=O)c3ccc(C)cc3)c2C)cc1	8	-1	-0.7	50	0	·	10	8	1
CCC1(C)N=C(N)Nc2nc3cc(C)c(C)cc3n21 (stereo unspecified)	4	-2	-2.2	18	0	-0.5	7	16	-8
O=C(CCN1CCOCC1)N/N=C/c1cc(Br)cc(Br)c1O	-6	0	0.8	46	-9	59	-2	11	3
O=C(Nc1cccc(F)c1)C1CCN(c2nnnn2-c2ccccc2)CC1	-2	-4	-1.8	17	-8	0.4	17	4	21
CCc1ccc(NC(=O)c2ccc(C3SCC(=O)N3CCc3ccccc3)cc2)cc1 (stereo unspecified)	1	-2	-7.8	59	6	4.9	15	·	-5
Cc1cc(Oc2ccccc2)nc(N2CCOCC2)n1	3	-1	1.1	47	-5	-0.2	6	10	10
COc1ccccc1OC1=NS(=O)(=O)c2ccccc21	-9	2	0.5	-22	-1	1.6	8	23	-9
CCNC(=S)N/N=C/c1ccc(F)cc1	-2	2	0.9	5	-5	1.8	2	6	-18
CCOC(=O)N1CCC(NC(=O)c2ccc3c(c2)N(Cc2ccccc2)CCS3)CC1	-2	3	-0.7	55	-14	-0.1	2	6	25
Cc1nnc2sc(-c3ccc(NC(=O)c4cccnc4)cc3)nn12	·	0	0.1	·	-14	0.1	·	·	·
Cc1nc2c(=O)n(C)c(=O)n(C)c2nc1Cl	-1	6	-14	109*	8	11	7	9	21
CC(=O)NC1=NN(C(C)=O)C(C)(c2ccc(C)o2)S1 (stereo unspecified)	2	1	1.3	-2	5	5.5	10	8	-2

Not all compounds are listed; rates above refer to the full screens.
